# CHX counter = counter-screen for Shiga toxin inhibitors: cycloheximide protein synthesis inhibition | AID 2314 | max response, % | cell reporter, cycloheximide protein synthesis inhibition counterscreen | 300,000 compounds, 12% hits; in the data active = max response mostly above about 13%, no sharp cut-off; inactive = mostly below about 14%; note: read at 38.3 µM for the half of the compounds with a filed dose; 0% is about no effect
# Shiga inhibitor = blocks Shiga toxin action in Vero cells | Vero cells, Shiga toxin protein synthesis inhibition reporter | inhibition, % at 38.7 µM | 290,000 compounds, 9.2% hits; in the data active = inhibition mostly above about 28%, no sharp cut-off; inactive = mostly below about 43%; note: 0% is about no effect
# Numbers without * were called inactive; i = inactive; + = active, no number; & = joins results of further samples.
# The opening six records, to show the layout:
Structure | CHX counter | Shiga inhibitor
Nc1c([N+](=O)[O-])ccc(Oc2ccccc2)c1Cl | 7 | 26
CC[C@H](C)[C@H](NC(=O)CNC(=O)[C@H](CCCNC(=N)N)NC(=O)[C@H](CO)NC(=O)[C@H](C)NC(=O)[C@H](Cc1ccc(O)cc1)NC(=O)[C@H](Cc1c[nH]c2ccccc12)NC(=O)[C@H](C)NC(=O)[C@@H]1CCCN1C(=O)[C@H](CC(N)=O)NC(=O)[C@@H](NC(=O)[C@H](CC(=O)O)NC(=O)[C@@H]1CCCN1C(=O)[C@@H](N)[C@@H](C)O)[C@@H](C)CC)C(=O)N[C@@H](CCCNC(=N)N)C(=O)N1CCC[C@H]1C(=O)N[C@H](C(=O)NCC(=O)N[C@@H](CCCNC(=N)N)C(=O)N[C@@H](Cc1ccccc1)C(N)=O)C(C)C | -6 | -10
CC(C)C[C@H](NC(=O)[C@H](CCCCN)NC(=O)[C@H](CCC(N)=O)NC(=O)[C@H](Cc1cnc[nH]1)NC(=O)[C@H](Cc1cnc[nH]1)NC(=O)[C@@H](N)C(C)C)C(=O)N[C@H](C(=O)N[C@@H](Cc1ccccc1)C(=O)N[C@@H](Cc1ccccc1)C(=O)N[C@@H](C)C(=O)N[C@@H](CCC(=O)O)C(=O)N[C@@H](CC(=O)O)C(=O)N[C@H](C(=O)NCC(=O)N[C@@H](CO)C(=O)N[C@@H](CC(N)=O)C(=O)N[C@@H](CCCCN)C(=O)O)C(C)C)C(C)C | -11 | -9
COc1ccc(-c2nnc3n2N=C(c2ccc(OC)cc2OC)CS3)cc1 | 7 | -10
C#C[C@]1(O)CC[C@H]2[C@H]3CCc4cc(O)ccc4[C@@H]3CC[C@@]21C | -1 | -5
CCN(CC)/[N+]([O-])=N/Oc1cc(O/[N+]([O-])=N/N2CCCC2CO)c([N+](=O)[O-])cc1[N+](=O)[O-] (stereo not drawn) | -2 | -6

# Main list, previewed entries included:
Structure | CHX counter | Shiga inhibitor
Nc1c([N+](=O)[O-])ccc(Oc2ccccc2)c1Cl | 7 | 26
CC[C@H](C)[C@H](NC(=O)CNC(=O)[C@H](CCCNC(=N)N)NC(=O)[C@H](CO)NC(=O)[C@H](C)NC(=O)[C@H](Cc1ccc(O)cc1)NC(=O)[C@H](Cc1c[nH]c2ccccc12)NC(=O)[C@H](C)NC(=O)[C@@H]1CCCN1C(=O)[C@H](CC(N)=O)NC(=O)[C@@H](NC(=O)[C@H](CC(=O)O)NC(=O)[C@@H]1CCCN1C(=O)[C@@H](N)[C@@H](C)O)[C@@H](C)CC)C(=O)N[C@@H](CCCNC(=N)N)C(=O)N1CCC[C@H]1C(=O)N[C@H](C(=O)NCC(=O)N[C@@H](CCCNC(=N)N)C(=O)N[C@@H](Cc1ccccc1)C(N)=O)C(C)C | -6 | -10
CC(C)C[C@H](NC(=O)[C@H](CCCCN)NC(=O)[C@H](CCC(N)=O)NC(=O)[C@H](Cc1cnc[nH]1)NC(=O)[C@H](Cc1cnc[nH]1)NC(=O)[C@@H](N)C(C)C)C(=O)N[C@H](C(=O)N[C@@H](Cc1ccccc1)C(=O)N[C@@H](Cc1ccccc1)C(=O)N[C@@H](C)C(=O)N[C@@H](CCC(=O)O)C(=O)N[C@@H](CC(=O)O)C(=O)N[C@H](C(=O)NCC(=O)N[C@@H](CO)C(=O)N[C@@H](CC(N)=O)C(=O)N[C@@H](CCCCN)C(=O)O)C(C)C)C(C)C | -11 | -9
COc1ccc(-c2nnc3n2N=C(c2ccc(OC)cc2OC)CS3)cc1 | 7 | -10
C#C[C@]1(O)CC[C@H]2[C@H]3CCc4cc(O)ccc4[C@@H]3CC[C@@]21C | -1 | -5
CCN(CC)/[N+]([O-])=N/Oc1cc(O/[N+]([O-])=N/N2CCCC2CO)c([N+](=O)[O-])cc1[N+](=O)[O-] (stereo not drawn) | -2 | -6
CC(=O)c1ccc(C2CC34CNS(=O)(=O)C3CC2O4)cc1 (stereo not drawn) | 8 | -3
Nc1nc(NCC2CCC(CNS(=O)(=O)c3cccc4ccccc34)CC2)nc2ccccc12 (stereo not drawn) | -7 | -15
CN1C2CCCC1CC(=O)C2 | -4 | -6
COc1ccc2c(c1)C(c1ccccc1OC)CC(=O)O2 (stereo not drawn) | -1 | i
CCOC(OCC)OCC | 7 | 12
CCCCCCCCCCCCC/C=C/C(O)C(COP(=O)(O)OCCN)NC(=O)CCCCCCCCCCCCCCCCC (stereo not drawn) | -4 | 0
COc1ccccc1[C@@H]1C(c2ccc(F)cc2)=NN(c2ccc(Br)cc2)[C@H]1C(=O)N1CCOC1=O | -2 | i
Nc1nccc(-c2c(-c3ccc(F)cc3)ncn2C2CCNCC2)n1 | 4 | -6
CC(C)(C)OC(=O)N1CC23CC(c4ccc(F)cc4)C(CC2S1(=O)=O)O3 (stereo not drawn) | -3 | 1
Cc1cc(N(C)C)nc(Cl)n1 | -9 | -10
C=C(C)C1CCC(C)C(OC(C)=O)C1 (stereo not drawn) | -7 | -2
C=C(C)[C@@]12OC3(c4ccccc4)O[C@@H]1[C@@H]1[C@@H]4O[C@]4(CO)[C@@H](O)[C@]4(O)C(=O)C(C)=C[C@H]4[C@@]1(O3)[C@H](C)[C@H]2OC(=O)/C=C/C=C/c1ccccc1 | 2 | 12
O=C1/C(=C/c2ccc(O)c(O)c2)Oc2ccccc21 | 35* | 77*
CC(O)c1cccc2cc(C(O)CNC(C)(C)C)oc12 (stereo not drawn) | -10 | -9
CCN(CC)CC1CCN(c2ncc3ncnc(Nc4ccc(F)c(Cl)c4)c3n2)CC1 | -17 | -15
COc1ccc(-c2ccc(C3C4C=CCC(C)C4C(=O)N3Cc3ccccc3)c(F)c2)cc1C (stereo not drawn) | 11 | 17
c1nc2nc(Nc3ccc(N4CCOCC4)cc3)nc(NC3CCCCC3)c2[nH]1 | -12 | -24
CCC1CC=CC2C1C(=O)N(Cc1ccccc1)C2c1cc(C)ccc1F (stereo not drawn) | -7 | 5
Clc1ccc2ncnc(NCc3ccc4c(c3)OCO4)c2c1 | -2&-1 | -30&-10
CCCCCc1cc(=O)oc2c(C(CCN3CCCC3)c3ccc4c(c3)OCO4)c(OC)cc(OC)c12 (stereo not drawn) | -13 | -24
O=C1CC[C@@H](C(=O)N[C@@H](Cc2cnc[nH]2)C(=O)N[C@@H](Cc2c[nH]c3ccccc23)C(=O)N[C@@H](CO)C(=O)N[C@@H](Cc2ccc(O)cc2)C(=O)O)N1 | 20 | -2
CC(=O)CC(c1ccc(O)cc1)c1c(O)c2ccccc2oc1=O (stereo not drawn) | -5 | 45
C=C1c2ccccc2O[C@H](C(=O)OCC)[C@@H]1CCC(C)C (tested in a mixture with another compound) | 9 | i
C/C=C1\COC(C(=O)NCCOCCO)(C(F)(F)F)C=C1C=C1CCCCC1 (stereo not drawn) | 18 | 34
C[C@H](NC(=O)CNC(=O)[C@@H](NC(=O)[C@H](Cc1ccccc1)NC(=O)CNC(=O)CNC(=O)[C@@H](N)Cc1ccccc1)[C@@H](C)O)C(=O)N[C@@H](CCCN=C(N)N)C(=O)N[C@@H](CCCCN)C(=O)N[C@@H](CO)C(=O)N[C@@H](C)C(=O)N[C@@H](CCCN=C(N)N)C(=O)N[C@@H](CCCCN)C(N)=O | -3 | -13
COc1ccc(C2CC(=O)Oc3c(C(CCN4CCCC(C)C4)c4cc(OC)c(OC)c(OC)c4)c(OC)cc(OC)c32)cc1 (stereo not drawn) | -6 | -7
COc1cccc(CN2CC34CC(c5ccc(C(C)=O)cc5)C(CC3S2(=O)=O)O4)c1 (stereo not drawn) | -4 | -7
Cc1ccc(CNC(=O)[C@]2(C(F)(F)F)C[C@H](CCc3ccccc3)CCCO2)o1 | 10 | -5
COC(=O)[C@H](CCSC)NC(=O)c1ccc(NC[C@@H](N)CS)cc1-c1ccccc1 | -8 | 6
CC(Cc1ccc(C(C)(C)C)cc1)CN1CCCCC1 (stereo not drawn) | -3 | -13
O=S1(=O)C2CC3C=CC2(CN1Cc1ccccc1)O3 (stereo not drawn) | 4 | 9
CCOC(=O)C1C(C(=O)OC)=C(CC(C)C)c2ccccc2N1S(=O)(=O)C(F)(F)F (stereo not drawn) | 7 | -3
COc1cc(OC)cc(-c2nnc3n2N=C(c2ccc(OC)cc2OC)CS3)c1 | 1 | -7
C/C=C1/C[C@@H](C)[C@@](C)(O)C(=O)OCC2=CCN3CC[C@@H](OC1=O)[C@@H]23 | 1 | -11

# Seven structures out of the list, arranged by molecular weight, rising.
Structure | CHX counter | Shiga inhibitor
CC(Cc1ccc(C(C)(C)C)cc1)CN1CCCCC1 (stereo not drawn) | -3 | -13
CC(=O)CC(c1ccc(O)cc1)c1c(O)c2ccccc2oc1=O (stereo not drawn) | -5 | 45
c1nc2nc(Nc3ccc(N4CCOCC4)cc3)nc(NC3CCCCC3)c2[nH]1 | -12 | -24
COC(=O)[C@H](CCSC)NC(=O)c1ccc(NC[C@@H](N)CS)cc1-c1ccccc1 | -8 | 6
COc1ccc(-c2ccc(C3C4C=CCC(C)C4C(=O)N3Cc3ccccc3)c(F)c2)cc1C (stereo not drawn) | 11 | 17
CCCCCc1cc(=O)oc2c(C(CCN3CCCC3)c3ccc4c(c3)OCO4)c(OC)cc(OC)c12 (stereo not drawn) | -13 | -24
O=C1CC[C@@H](C(=O)N[C@@H](Cc2cnc[nH]2)C(=O)N[C@@H](Cc2c[nH]c3ccccc23)C(=O)N[C@@H](CO)C(=O)N[C@@H](Cc2ccc(O)cc2)C(=O)O)N1 | 20 | -2

# Next section:
Structure | CHX counter | Shiga inhibitor
O=S(=O)(Nc1cc(Br)cc2cccnc12)c1ccccc1 | -5 | -12
CC1CC=CC2C1C(=O)N(Cc1ccccc1)C2c1ccc(F)c(/C=C/c2ccccc2)c1 (stereo not drawn) | 20 | 28
COc1ccccc1C1=Nn2c(nnc2-c2ccccc2O)SC1 | 6 | -1
C/C(=C\COc1c2ccoc2cc2oc(=O)ccc12)CCC(O)C(C)(C)O (stereo not drawn) | -8 | 3
O=S(=O)(c1ccc(F)cc1)N1CCN(c2nc(-c3ccccc3)nc3cc(Cl)ccc23)CC1 | -1 | -3
CCCCCN(CCCCC)C(=O)[C@H](CCC(=O)O)NC(=O)[C@H](Cc1ccc(OP(=O)(O)O)cc1)NC(C)=O | 14 | 15
Oc1ccccc1C1C=C(c2ccc3c(c2)OCO3)NC(c2c(F)cccc2Cl)N1 (stereo not drawn) | 46* | 97*
CN(C)c1ccc2c(-c3ccccc3)c3ccc(=[N+](C)C)cc-3oc2c1 | 12 | -2
O=c1c2nc(Br)n([C@@H]3O[C@@H]4CO[P@@](O)(=S)O[C@H]4[C@H]3O)c2nc2[nH]c(-c3ccccc3)cn12 | 2 | -10
CC#CC(=O)Nc1cc2c(Nc3ccc(F)c(Cl)c3)ncnc2cn1 | -3 | -10
C[N+]1(C)CCc2cc3c(cc2C1C1OC(=O)c2c1ccc1c2OCO1)OCO3 (stereo not drawn) | -3 | -5
COc1cc2oc(=O)cc(-c3cccc(-c4ccc(C(C)=O)cc4)c3)c2c(OC)c1OC | 39* | +
CC1(C)[C@H](C(=O)O[C@H](C#N)c2cccc(Oc3ccccc3)c2)[C@@H]1C=C(Br)Br | 1 | -13
CCN1C(C)=C(C(=O)OC(C)C)C(c2ccccc2Cl)C(C(=O)O)=C1C(=O)O (stereo not drawn) | -7 | -10
C=C1CC2C(=O)N(Cc3ccccc3)C(C(=O)O)C1N2C(=O)OC(C)(C)C (stereo not drawn) | -1 | 10
Cc1ccc(S(=O)(=O)N2CCC(=O)N([C@H](COCc3cccc(C)c3)Cc3ccccc3)CC2)cc1 | 17 | 15
COc1ccc(-c2cc(C3C4C=CCC(C)C4C(=O)N3Cc3ccccc3)ccc2F)cc1 (stereo not drawn) | 14 | 8
CCc1ccc(C2/C=C\CNC(c3ccccc3)C(=O)N2Cc2ccc(C)cc2)cc1 (stereo not drawn) | -4 | 12
NCC(=O)N[C@@H](CCCN=C(N)N)C(=O)NCC(=O)N[C@@H](CC(=O)O)C(=O)N[C@@H](CO)C(=O)O | -4 | 16
CC[C@H](C)[C@H](NC(=O)[C@@H](NC(=O)CNC(=O)[C@@H](N)CC(C)C)[C@@H](C)O)C(=O)N1CCC[C@H]1C(=O)NCC(=O)O | 0 | -8

# Pulled by structure from the list above, 2 records:
Structure | CHX counter | Shiga inhibitor
CCN1C(C)=C(C(=O)OC(C)C)C(c2ccccc2Cl)C(C(=O)O)=C1C(=O)O (stereo not drawn) | -7 | -10
CC1CC=CC2C1C(=O)N(Cc1ccccc1)C2c1ccc(F)c(/C=C/c2ccccc2)c1 (stereo not drawn) | 20 | 28

# The list goes on.
Structure | CHX counter | Shiga inhibitor
Cc1ccc(SCC(Cc2ccccc2)N2CCN(CCc3ccccc3)CCC2=O)cc1 (stereo not drawn) | -2 | -10
CCOC(=O)N1CCN(/[N+]([O-])=N/Oc2ccc([N+](=O)[O-])cc2[N+](=O)[O-])CC1 | 6&-3 | 1&-10
CN(C)c1ccc(/C=C2\C(=O)Nc3ccccc32)c2ccccc12 | -3 | -2
CC[C@@H](C)[C@@H](O)[C@H](C)C(=O)[C@H](C)/C=C(\C)C[C@H](C)[C@@H]1OC(=O)[C@H]1CC | 4 | -17
Nc1nc(-c2nn(Cc3ccccc3F)c3ncccc23)ncc1C1CC1 | 2 | 28*
Oc1ccccc1C1C=C(c2ccc3c(c2)OCO3)NC(c2ccc(F)c(Br)c2)N1 (stereo not drawn) | 36* | 100*
Cc1cc2oc(=O)cc(-c3ccccc3)c2c(C)c1-c1ccoc1 | 2 | i
CC(OCc1ccccc1)C(NC(=O)OC(C)(C)C)C(=O)NC1COC2CC(n3cc(F)c(=O)[nH]c3=O)OC12 (stereo not drawn) | -6 | 11
CC(C)=CCCN1CCC(NC(=O)C(O)(c2ccccc2)C2CCCC2)CC1 (stereo not drawn) | -6 | -7
O=C1C[C@@H](c2ccc(O)c(O)c2)Oc2cc(O[C@H]3O[C@@H](CO)[C@H](O)[C@@H](O)[C@@H]3O)cc(O)c21 | 7 | -7
C=CCCN(C(C)C(=O)OC)S(=O)(=O)c1ccccc1Br (stereo not drawn) | -1 | -8
COc1cccc(C2=Nn3c(nnc3-c3ccc(OC)cc3OC)SC2)c1 | -4 | 3

# These rows are one share of the data (hit frequency here may not be typical).
